Bfl-1 inhibitors – Bfl-1 inhibitors, primary screen, biochemical, fluorescence polarization, FITC-Bid, mouse (AID 432) | one-dose displacement, % at 20 µM; IC50 in µM for titrated hits | FITC-Bid BH3 peptide fluorescence polarization displacement; higher % means a stronger effect | 64,000 compounds, 0.02% hits; in the data active = a potency from the dose series; inactive = the rest, 99 in 100 with displacement below about 15%; also: strong numbers were not always called active
HPDE-C7K KRASV12 – cytotoxicity in KRAS-transformed pancreatic duct cells, primary screen, cell-based, fluorescence, HTS (AID 431); 63,000 compounds, 1.7% hits; HPDE-C7K KRASV12 cells, Alamar Blue viability, 48 h; higher % means a stronger effect; cytotoxicity, % at 10 µM, or EC50 in µM where a hit was titrated;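 active = compounds whose percent cytotoxicity in the single-dose primary screen, scaled between solvent and toxic-drug controls, exceeds 50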;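 also: 0% = DMSO solvent wells and 100% = doxorubicin-treated wells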
Spn MK inh – blocks S. pneumoniae mevalonate kinase | inhibition, % at 10 µM | purified MK, PK/LDH-coupled NADH absorbance 340 nm | 65,000 compounds, 0.48% hits;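 active = ranked among the strongest by inhibition in the single 10 µM screen, a fixed top-ranked set picked for dose follow-up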; also: no value below 0 was filed
TNAP inhibition – inhibition of tissue-nonspecific alkaline phosphatase – biochemical, luminescent (AID 518) | one-dose inhibition, % at 20 µM; IC50 in µM for titrated hits | purified TNAP enzyme, luminescent substrate readout; higher % means a stronger effect | 64,000 compounds, 0.09% hits; in the data active = a potency from the dose series; inactive = the rest, 99 in 100 with inhibition below about 22%;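 also: plate controls were vehicle for no effect and reference inhibitor for full effect; many of its hits are not listed in these tables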
HT1080 cytotoxicity – cytotoxicity in HT1080 fibrosarcoma cells, cell-based, fluorescence readout (AID 620); HT1080 viability, fluorescence; higher % means a stronger effect; cytotoxicity, % at 10 µM, or EC50 in µM where a hit was titrated; 87,000 compounds, 0.42% hits;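 also: cells exposed to compound overnight then 4 h with Alamar Blue; 0% = vehicle DMSO and 100% = killing control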
HPDE-C7 cytotoxicity – HPDE-C7 pancreatic duct cell viability loss – fluorescence, HTS (AID 430). HPDE-C7 pancreatic duct cells viability, fluorescence; higher % means a stronger effect. cytotoxicity, % at 10 µM; hits with a dose series show EC50 in µM. 63,000 compounds, 1.8% hits;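 also: cells exposed to compound for 48 hours before viability readout; 0% = vehicle and 100% = reference cytotoxic drug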
DPM-DC inhibit – inhibitors of Streptococcus pneumoniae diphosphomevalonate decarboxylase. purified DPM-DC, PK/LDH coupled NADH fluorescence. calls only at 10 µM. 65,000 compounds, 0.49% hits;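 active = the 320 compounds with the highest percent inhibition in the single-dose primary screen, excluding strongly autofluorescent ones, cut at about 32% in these data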;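 also: kinetic rate of NADH fluorescence loss reporting ADP formed by the decarboxylase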
LYP inhibition – inhibition of human PTPN22 tyrosine phosphatase – biochemical, DiFMUP fluorescence, recombinant catalytic domain, 10 µM, primary screen (AID 606); one-dose inhibition, % at 10 µM; IC50 in µM for titrated hits; 52,000 tested, under 10 active; recombinant LYP catalytic domain, DiFMUP fluorescence; higher % means a stronger effect;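 active = IC50 under 40 µM in the dose-response test; inactive = IC50 of 40 µM or more, or never dose-tested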
PMK inhibit – S. pneumoniae PMK inhibition; purified PMK, PK/LDH-coupled NADH absorbance 340 nm; inhibition, % at 10 µM; 65,000 compounds, 0.49% hits;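 active = top-ranked compounds by inhibition in the single 10 µM screen, taking a fixed number of the strongest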;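 also: 0% = full reaction with DMSO carrier and 100% = background rate without enzyme reaction; no value below 0 was filed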
PMK inhibit pilot replicates – second read-out of PMK inhibit, no call of its own (marks repeat the call); inhibition, %; measured here: pilot screen replicates
Spn MK inh pilot replicates – recorded beside Spn MK inh, whose call it bears; inhibition, %; measured here: pilot screen replicates
DPM-DC inhibit pilot screen % – further read-out of DPM-DC inhibit, marked with its call; inhibition, %; measured here: pilot screen trials
* marks the source's active call; other numbers are inactive results; i = inactive; nt = no result given. Rule as the data show it, unless noted: active = cytotoxicity above about 50%; inactive = the rest.

Preview, 2 compounds:
SMILES | Bfl-1 inhibitors | HPDE-C7K KRASV12 | Spn MK inh | TNAP inhibition | HT1080 cytotoxicity | HPDE-C7 cytotoxicity | DPM-DC inhibit | LYP inhibition | PMK inhibit | others
O=C(O)C1CCCN1c1ncnc2ccccc12 (stereo not given) | -4% | -17% | 14 | 5% | 4% | 0% | i | 7% | 5
O=C1C2CC=CCC2C(=O)N1c1ccc(Cc2ccncc2)cc1 (stereo not given) | -5% | 3% | 3 | 5% | 3% | -19% | i | -2% | 0 | PMK inhibit pilot replicates=1.0;Spn MK inh pilot replicates=1.0;DPM-DC inhibit pilot screen %=1.5

The whole of this part, repeating the preview:
SMILES | Bfl-1 inhibitors | HPDE-C7K KRASV12 | Spn MK inh | TNAP inhibition | HT1080 cytotoxicity | HPDE-C7 cytotoxicity | DPM-DC inhibit | LYP inhibition | PMK inhibit | others
O=C(O)C1CCCN1c1ncnc2ccccc12 (stereo not given) | -4% | -17% | 14 | 5% | 4% | 0% | i | 7% | 5
O=C1C2CC=CCC2C(=O)N1c1ccc(Cc2ccncc2)cc1 (stereo not given) | -5% | 3% | 3 | 5% | 3% | -19% | i | -2% | 0 | PMK inhibit pilot replicates=1.0;Spn MK inh pilot replicates=1.0;DPM-DC inhibit pilot screen %=1.5
CCOC(=O)c1sc2ncn(CC(=O)NCC3CCCO3)c(=O)c2c1C (stereo not given) | -3% | 6% | 4 | 1% | -3% | -9% | i | 10% | 7
CC(C)CC(c1nnnn1C1CCCC1)N1CCN(C(=O)c2ccco2)CC1 (stereo not given) | 1% | -9% | 7 | 11% | -20% | -13% | i | 9% | 13
CCS(=O)(=O)CCn1c([N+](=O)[O-])cnc1C | -10% | 6% | 6 | 18% | -1% | 0% | i | 12% | 4 | PMK inhibit pilot replicates=3.0;Spn MK inh pilot replicates=0.0;DPM-DC inhibit pilot screen %=1.5
O=C(CCCN1Cc2ccccc2C1)c1ccc(F)cc1 | -8% | -9% | 10 | 3% | 8% | -9% | i | nt | 20
O=C(Nc1ccc2oc(-c3ccncc3)nc2c1)c1cccs1 | 1% | 5% | 4 | 10% | 1% | -3% | nt | 13% | 5 | PMK inhibit pilot replicates=1.5;Spn MK inh pilot replicates=2.5
O=C(CN1CCN(CC(=O)Nc2ccc3c(c2)OCO3)CC1)Nc1ccc(F)cc1 | -7% | 7% | 0 | 10% | -3% | -4% | i | 12% | 3
Cc1c(C(=O)O)oc2ccc(S(=O)(=O)N3CC(C)CC(C)C3)cc12 (stereo not given) | -7% | 0% | 4 | 6% | 3% | -2% | i | -6% | 12
COCCn1c(=O)[nH]c2cc(C(=O)NC(C)C)ccc2c1=O | -2% | 18% | 4 | 7% | -8% | -4% | i | nt | 0
COc1cccc(/C(O)=C2/C(=O)C(=O)N(CCN(C)C)C2c2ccccn2)c1 (stereo not given) | -2% | -9% | 12 | 11% | 4% | -7% | i | -1% | 9
CC(=O)C(C(C)=O)c1c(Cl)c(O)c(O)c2c(C(=O)c3ccccc3)coc12 | -2% | 76%* | 2 | 15% | -6% | 82%* | i | 9% | 0
O=C(NC1CCCCC1)NC1(C(=O)N2CCN3CCCC3C2)CCCCC1 (stereo not given) | -2% | -1% | 0 | 5% | 7% | -7% | i | 8% | 6
O=C(Nc1ccc(Oc2ccc(NC(=O)C3CCCO3)cc2)cc1)C1CCCO1 (stereo not given) | -7% | -17% | 10 | 1% | 6% | -7% | i | 10% | 9
O=C(CSc1nc2[nH]ncc2c(=O)n1-c1ccccc1)c1ccc2c(c1)OCCO2 | -1% | 27% | 10 | 2% | 9% | 11% | i | -3% | 18
Cc1noc(C)c1COc1ccc(C(=O)OCC(=O)N2CC3(C)CC2CC(C)(C)C3)cc1 (stereo not given) | -2% | 0% | 0 | 0% | -23% | 0% | i | 12% | 14
Cc1cccn2c(=O)c3cc(C(=O)NCCCN4CCCC4=O)n(C)c3nc12 | nt | nt | 0 | nt | -10% | nt | nt | 19% | 12
Cc1ccc(C(=O)NC2CCS(=O)(=O)C2)cc1S(=O)(=O)N1CCOCC1 (stereo not given) | -7% | -11% | 0 | 7% | -1% | -5% | i | 2% | 0
CCOC(=O)Cc1nnc(NC(=O)CSc2nnc3c4ccccc4n(C)c3n2)s1 | 1% | -20% | 10 | 12% | 9% | -21% | i | 6% | 7
Cc1c(C#N)c2ccccc2n1CC(=O)N1CCCC1 | -2% | 6% | 0 | 8% | 0% | 5% | i | 6% | 12
Cn1c(NCCCN2CCOCC2)nc2c1c(=O)n(Cc1ccc(Cl)c(Cl)c1)c(=O)n2C | 3% | 55%* | 8 | 9% | 9% | 44% | i | 10% | 7
CCCCC(CCC(=O)O)(C(=O)OCC)c1csc(N)n1 (stereo not given) | -3% | -4% | 3 | 3% | -8% | -6% | i | 10% | 0
COc1ccc(NC(=O)c2cc(CC(C)C)on2)cc1OC | -5% | 5% | 27 | 12% | 4% | -4% | i | 9% | 6
CC(C)CCn1nnnc1C(c1ccccc1F)N1CCC(C(N)=O)CC1 (stereo not given) | -13% | -11% | 8 | -6% | 2% | -13% | i | 5% | 13
Cc1ccc(-c2csc3nnc(SCC(=O)NCc4ccc5c(c4)OCO5)n23)cc1 | -7% | -12% | 6 | 3% | 6% | -9% | i | -4% | 9
CCOC(=O)CCS(=O)(=O)c1nc(-c2ccccc2)cc(C(F)(F)F)n1 | 37% | 4.4µM* | 11 | 5% | 14µM* | 4.9µM* | i | nt | 6
CC(OCC(O)CN(C)CCOc1ccccc1)c1ccc(Cl)cc1 (stereo not given) | -2% | 6% | 26 | 3% | 1% | -8% | i | -2% | 6
Cc1noc(C)c1COc1ccc(C(=O)NCc2ccccn2)cc1 | 2% | -15% | 0 | 5% | -15% | -18% | i | 8% | 16
CCN(CC)CCN1C(=O)C(=O)/C(=C(/O)c2ccc(C)cc2)C1c1ccncc1 (stereo not given) | -7% | -15% | 8 | 9% | -4% | -12% | i | 9% | 0
COC(=O)c1ccc2ncccc2c1 | -4% | -1% | 3 | 13% | 29% | -26% | i | nt | 4 | PMK inhibit pilot replicates=4.5;Spn MK inh pilot replicates=11;DPM-DC inhibit pilot screen %=4.5
S=c1[nH]nc(Cc2ccccc2)n1-c1ccccc1 | -7% | -10% | 11 | 7% | 1% | -12% | i | -3% | 7 | PMK inhibit pilot replicates=2.0;Spn MK inh pilot replicates=0.0;DPM-DC inhibit pilot screen %=2.5
CC(C)Cn1c(=O)c2ccccc2c2ccccc2c1=O | -4% | -1% | 8 | 4% | -1% | 6% | i | 10% | 4
Cc1cc(C)c(C#N)c(SCS(=O)c2ccc(C(C)(C)C)cc2)n1 (stereo not given) | -1% | 1% | 2 | 7% | -6% | -5% | i | 8% | 6
CCn1c(N)c(C(=O)NC)sc1=S | -2% | -15% | 29 | -1% | 16% | -4% | i | -11% | 7
Cc1noc(C)c1COC(=O)COc1cccc2c1OC(C)(C)C2 | 5% | -5% | 0 | 4% | -2% | 4% | i | nt | 24
CCOC(=O)c1ccc(Nc2nnc(C(C)(C)C)c(=O)[nH]2)cc1 | 2% | 6% | 7 | 6% | 2% | 6% | i | nt | 11
O=c1[nH]c(CS(=O)(=O)c2ccccc2)nc2ccccc12 | nt | nt | 8 | nt | 1% | nt | i | 18% | 8
O=C(c1cc(-c2cccs2)on1)N1CCCc2ccccc21 | 0% | 6% | 8 | 17% | 5% | 2% | i | 0% | 5
CC(=O)Nc1ccccc1OCc1nnc(-c2cccs2)o1 | 0% | 3% | 6 | 13% | -1% | 7% | i | 4% | 1 | PMK inhibit pilot replicates=0.0;Spn MK inh pilot replicates=0.5;DPM-DC inhibit pilot screen %=0.0
O=C(CSCc1ccco1)c1ccc(Cl)s1 | -1% | 5% | 6 | 7% | -1% | 2% | i | 11% | 16
O=C(NCc1cccs1)N[C@@H](Cc1ccccc1)C(=O)O | -4% | -2% | 10 | 6% | -14% | -3% | i | -3% | 10
COc1cccc(CN2CCN(c3cccc(C(F)(F)F)c3)CC2)c1OC | -2% | 10% | 4 | 2% | -14% | 13% | i | 8% | 0
COC(=O)C(C(=O)OC)C(C(=O)OC)C(C(=O)OC)C(=O)OC | -6% | -6% | 13 | 16% | 1% | 1% | i | 7% | 0
O=C(Nc1ccccc1C(=O)N1CCOCC1)C1COc2ccccc2O1 (stereo not given) | 0% | 2% | 10 | 15% | -1% | -6% | i | -2% | 5 | PMK inhibit pilot replicates=0.0;Spn MK inh pilot replicates=0.5;DPM-DC inhibit pilot screen %=1.0
CCn1c(=O)cc(SCC(=O)Nc2ccccc2N2CCN(C)CC2)c2ccccc21 | -2% | -17% | 0 | 11% | 0% | -15% | i | 14% | 15
CCOc1ccc(NC(=O)COC(=O)Cn2cnnn2)cc1OCC | -1% | -8% | 3 | 16% | 1% | 5% | i | 6% | 17 | PMK inhibit pilot replicates=1.0;Spn MK inh pilot replicates=0.0;DPM-DC inhibit pilot screen %=0.0
CCOc1ccc(S(=O)(=O)N2CCN(c3ccccc3)CC2)c2cccnc12 | -12% | -3% | 0 | 3% | 25% | -4% | i | 14% | 0
CCOC(=O)N1CCC(NC(=O)CC(NS(=O)(=O)c2ccc(C)cc2)c2ccco2)CC1 (stereo not given) | 5% | 4% | 10 | 6% | -2% | -6% | i | nt | 0
CCOC(=O)c1cccc(NC(=O)C2CCN(S(=O)(=O)c3cnc[nH]3)CC2)c1 | 5% | 0% | 7 | 10% | -1% | -11% | i | 10% | 0
CC1(C)NC(=O)N(CC(O)COc2ccccc2C(=O)N2CCCCC2)C1=O (stereo not given) | -8% | -31% | 1 | -1% | 4% | -12% | i | -3% | 0
O=C1NC(Nc2ccccn2)(C(F)(F)F)C(=O)N1c1ccc(F)cc1 (stereo not given) | -3% | 4% | 4 | 10% | -2% | -1% | i | 0% | 8 | PMK inhibit pilot replicates=5.0;Spn MK inh pilot replicates=0.0;DPM-DC inhibit pilot screen %=5.0
COCCNc1nc(C(C)(C)C)nc2c1nnn2Cc1ccccc1Cl | -2% | 4% | 9 | 9% | -6% | -6% | i | -3% | 0 | PMK inhibit pilot replicates=0.5;Spn MK inh pilot replicates=4.0;DPM-DC inhibit pilot screen %=3.5
COC(=O)c1ccc(NC(=O)C2CCCN2S(=O)(=O)c2ccc(C)cc2)cc1 (stereo not given) | 2% | -6% | 16 | 8% | -11% | -4% | i | 13% | 0
O=C(NCc1ccccc1)/C(=N\O)c1ccccc1 | -5% | -6% | 1 | 11% | -1% | -13% | i | 11% | 5
CCn1c(C)cc2c(c1=O)C(c1ccncc1)C(C#N)=C(N)O2 (stereo not given) | -2% | 3% | 6 | 6% | 3% | 0% | i | 1% | 4
O=C(c1cccc(C(=O)N2CCN(c3ncccn3)CC2)c1)N1CCN(c2ncccn2)CC1 | 1% | -2% | 3 | 9% | -7% | -11% | i | 6% | 11

Compound activity from PubChem BioAssay.
